STAT1 blocker – STAT1 signaling inhibitors, primary screen, cell-based, HTS, luciferase reporter. NIH 3T3 STAT1-luciferase reporter, IFN-gamma, luminescence. inhibition, % at 5.5 µM. 200,000 compounds, 0.35% hits. AID 920, 2007;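 active = inhibition above a set limit, the mean inhibition across all tested compounds plus 3 SD, cut at about 34% in these data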;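 note: 0% = IFN-gamma with DMSO and 100% = IFN-gamma with 300 µM nifuroxazide; values of inactives mirror those of a sister screen read the other way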
PPARg SRC1 recr – PPARgamma agonists recruiting SRC-1 coactivator, primary screen, biochemical | Peroxisome proliferator-activated receptor gamma (Homo sapiens), P37231 | PPARgamma-SRC-1 coactivator recruitment biochemical assay | activation, % at 8 µM | 200,000 compounds, 0.41% hits | AID 631, 2007; in the data active = activation above about 19%;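 note: 0% = DMSO and 100% = reference agonist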
Target sequence (P37231 whole entry, looked up): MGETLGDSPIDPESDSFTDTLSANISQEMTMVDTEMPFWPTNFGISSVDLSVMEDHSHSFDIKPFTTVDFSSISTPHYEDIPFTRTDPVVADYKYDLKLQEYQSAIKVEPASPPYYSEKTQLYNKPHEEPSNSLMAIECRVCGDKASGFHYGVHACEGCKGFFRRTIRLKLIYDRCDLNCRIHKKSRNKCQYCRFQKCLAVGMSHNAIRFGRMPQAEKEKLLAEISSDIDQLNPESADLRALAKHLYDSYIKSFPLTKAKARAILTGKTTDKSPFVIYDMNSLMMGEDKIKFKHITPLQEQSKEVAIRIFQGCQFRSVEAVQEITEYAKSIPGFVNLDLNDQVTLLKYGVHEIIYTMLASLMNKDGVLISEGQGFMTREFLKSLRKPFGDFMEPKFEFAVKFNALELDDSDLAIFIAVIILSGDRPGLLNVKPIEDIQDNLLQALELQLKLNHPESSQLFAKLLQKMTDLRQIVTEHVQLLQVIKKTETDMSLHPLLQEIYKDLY
S1P3 antag – S1P3 receptor antagonists, primary screen, cell-based. CHO S1P3 NFAT-BLA reporter, FRET fluorescence, antagonist mode. inhibition, % at 4.98 µM. 170,000 compounds, 0.27% hits. AID 485, 2006;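 active = inhibition above the plate cutoff, the mean inhibition of test wells on that plate plus 3 SD, cut at about 28% in these data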;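 note: cells challenged with S1P at its EC80 of 0.8 µM; blue over green emission ratio from cleaved BLA substrate after 4 h stimulation; 0% = S1P-stimulated wells and 100% = unstimulated DMSO-only wells; some compounds past the cut are filed as inactive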
Target sequence (Q99500 whole entry, looked up): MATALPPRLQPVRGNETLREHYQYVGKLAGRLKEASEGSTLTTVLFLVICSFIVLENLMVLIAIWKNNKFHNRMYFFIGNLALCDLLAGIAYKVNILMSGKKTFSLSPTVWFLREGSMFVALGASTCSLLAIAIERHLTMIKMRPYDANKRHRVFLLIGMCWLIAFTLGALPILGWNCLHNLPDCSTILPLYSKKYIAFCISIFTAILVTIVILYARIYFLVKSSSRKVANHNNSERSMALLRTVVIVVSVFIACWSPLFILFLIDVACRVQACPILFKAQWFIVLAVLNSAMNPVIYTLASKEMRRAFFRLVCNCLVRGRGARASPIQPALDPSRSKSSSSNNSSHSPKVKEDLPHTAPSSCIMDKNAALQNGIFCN
STAT3 activator – IL-6 driven STAT3 reporter potentiators, primary screen, U3A cells, luciferase, luminescence, MLSCN library; AID 871, 2007; IL-6 STAT3-luciferase reporter; 100% = signal with IL-6 EC80 alone; activation (% of control), % at 5.6 µM; 190,000 compounds, 0.91% hits;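 active = activation above the screen-wide mean of compound activation plus 3 SD, cut at about 130% in these data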;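 note: 0% = background luminescence of wells with medium and substrate only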
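Assay system – human STAT1-deficient U3A cells with stable STAT3-luciferase reporter · Also added – IL-6 (33 ng/mL) · Schedule – compound 1 h, then IL-6 6 h at 37 °C · Technique – reporter luminescence signal · Evaluation – % activation versus median of IL-6-stimulated wells · Benchmarks – IL-6-only wells as 100% reference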
ROMK primary – ROMK potassium channel modulators, primary screen, cell-based, thallium flux, MLSMR library; ATP-sensitive inward rectifier potassium channel 1 (Homo sapiens), P48048; Tet-inducible ROMK, thallium flux fluorescence; actives lie on both sides; B-score at 10 µM; 130,000 compounds, 2% hits;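 active = signal ratio slope over the read window, or its plate-corrected B-score, at least 3 SD from the plate mean, either direction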;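 note: B-score of the F/F0 ratio slope over 7 to 12 s after thallium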
PPARg SRC3 recr – PPARgamma agonists recruiting SRC-3 coactivator, primary screen, biochemical | Peroxisome proliferator-activated receptor gamma (Homo sapiens), P37231 | biochemical PPARgamma/SRC-3 coactivator recruitment assay | activation, % at 8 µM | 200,000 compounds, 0.26% hits | AID 731, 2007; in the data active = activation above about 23%;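 note: 0% = DMSO and 100% = reference agonist; some compounds past the cut are filed as inactive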
PPARg SRC-2 ag – agonists of PPARg-SRC-2 recruitment, primary screen, biochemical, HTS | 200,000 compounds, 0.34% hits | Peroxisome proliferator-activated receptor gamma (Homo sapiens), P37231 | AID 1032, 2008 | PPARgamma LBD-SRC-2 recruitment | activation, % at 8 µM; in the data active = activation above about 22%;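 note: 0% = vehicle and 100% = reference agonist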
TR-FRET SRC-2 ct – TR-FRET signal artefacts, primary screen, artefact control for PPARgamma SRC-2 agonist project, biochemical. 200,000 compounds, 0.4% hits. TR-FRET ratio at 8 µM. TR-FRET artefact counter-screen; hits give high values; in the data active = TR-FRET ratio above about 2000; note: inactives centre near 1500
STAT3 blocker – IL-6 driven STAT3 reporter inhibitors, primary screen, U3A cells, luciferase, luminescence, MLSCN library; IL-6 STAT3-luciferase reporter; host cell line lacks STAT1; 190,000 compounds, 0.89% hits; inhibition, % at 5.5 µM;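 active = inhibition above the mean inhibition across all screened compounds plus 3 SD, cut at about 44% in these data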;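 note: 0% = DMSO only wells and 100% = 100 µM nifuroxazide control wells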
RAM network inh – inhibitors of the yeast RAM network, primary screen, dse1pr::URA3 reporter, 5-FOA selection | S. cerevisiae dse1pr::URA3 reporter, 5-FOA growth OD615, 2 d; analog-sensitive cbk1-as2 kinase mutant strain | inhibition, % at 50 µM | 190,000 compounds, 1.8% hits | AID 868, 2007;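 active = inhibition above a set limit, 3 SD over mean compound inhibition, cut at about 8.4% in these data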;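 note: 0% = DMSO-only wells with no growth and 100% = 10 µM 1-NA-PP1 full growth; inhibition rescues growth on 5-FOA so higher OD means more RAM inhibition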
TLR4-MyD88 BLA – inhibitors of TLR4-MyD88 association in cells, primary screen, cell-based, HeLa CL3-4, BLA complementation, FRET ratio. HeLa CL3-4 TLR4/MyD88 BLA complementation. Toll-like receptor 4 (Homo sapiens) + Myeloid differentiation primary response protein …. inhibition, % at 8.4 µM. 200,000 compounds, 0.18% hits; in the data active = inhibition above about 25%;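 note: 0% = vehicle and 100% = reference inhibitor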
Starred values were filed as active, the others as inactive; / = not tested or not shown.

Values in the order – PPARg SRC-2 ag	TLR4-MyD88 BLA	STAT1 blocker	TR-FRET SRC-2 ct	ROMK primary	STAT3 blocker	S1P3 antag	PPARg SRC3 recr	PPARg SRC1 recr	STAT3 activator	RAM network inh
COc1ccccc1C(=O)NCc1ccccc1
    0	-15	-5	1648	-0.068	15	/	5	0	90	0.4
Cc1cc(CSc2ccccc2)ccc1NC(=O)c1cccc([N+](=O)[O-])c1
    6	-6	9	1415	/	21	/	4	6	90	2.4
CCN(CC)c1nc2ccccc2nc1-n1nc(C)cc1C
    11	5	8	1560	/	-4	/	10	0	105	1.5
Cc1ccc(C(=O)CCC(=O)N2CCC(C(N)=O)CC2)cc1
    0	2	0	1408	0.24	-5	-6	-2	-1	105	-0.3
CCc1ccc(NC(=O)C(=O)NCCN2CCN(S(C)(=O)=O)CC2)cc1
    -4	-9	-6	1405	-0.016	-2	-11	-3	-1	104	0.8
CCn1c(SCC(=O)N/N=C/c2cccs2)nc2ccccc21
    6	11	-3	1624	/	6	11	1	5	95	0.2
O=C1C(Cl)=C(NCC2CCCO2)C(=O)N1Cc1ccccc1 (stereo not drawn)
    7	4	-2	1606	0.44	-9	14	-10	6	112	-0.4
COc1ccccc1-n1c(SCC(=O)Nc2cccc(C)c2)nc2c(c1=O)SCC2
    5	-3	2	1646	/	2	-3	7	3	106	3.6
CC1=CC(=C(C#N)C#N)C=C(C)N1CCN1CCN(C(=O)Nc2cccc(Cl)c2)CC1
    12	3	8	1612	/	25	13	-3	11	82	1.1
C/C(=N\N1C(=O)c2ccccc2NC1c1ccco1)c1ccccc1O (stereo not drawn)
    4	6	-18	1653	0.1	46*	3	5	4	65	2.6
CC(C)c1ccc(NC(=O)COC(=O)[C@H](CCC(N)=O)NC(=O)c2ccc(F)cc2)cc1
    9	-6	4	1616	/	-12	-12	-2	2	109	0.8
CSCCC(NC(=O)c1ccccc1)C(=O)O (stereo not drawn)
    2	-8	0	1660	0.015	5	-13	2	-7	103	-0.7
O=C(Cc1cccs1)N1CCCC(c2nc3c(nnn3Cc3cccc(Cl)c3)c(=O)[nH]2)C1 (stereo not drawn)
    8	-3	-2	1556	/	7	-12	-1	0	100	1.9
Cn1c(SCc2ccccc2F)nnc1-c1ccccn1
    7	-9	-46	1590	0.018	14	-7	2	0	96	1.6
Cc1ccc(C(C2C(=O)CC(C)(C)CC2=O)C2C(=O)CC(C)(C)CC2=O)s1
    0	12	0	1467	/	-8	/	8	-2	112	-0.6

Retrieved one by one from the entries so far (3):
Values in the order – PPARg SRC-2 ag	TLR4-MyD88 BLA	STAT1 blocker	TR-FRET SRC-2 ct	ROMK primary	STAT3 blocker	S1P3 antag	PPARg SRC3 recr	PPARg SRC1 recr	STAT3 activator	RAM network inh
CSCCC(NC(=O)c1ccccc1)C(=O)O (stereo not drawn)
    2	-8	0	1660	0.015	5	-13	2	-7	103	-0.7
COc1ccccc1-n1c(SCC(=O)Nc2cccc(C)c2)nc2c(c1=O)SCC2
    5	-3	2	1646	/	2	-3	7	3	106	3.6
Cn1c(SCc2ccccc2F)nnc1-c1ccccn1
    7	-9	-46	1590	0.018	14	-7	2	0	96	1.6

Further results follow:
Values in the order – PPARg SRC-2 ag	TLR4-MyD88 BLA	STAT1 blocker	TR-FRET SRC-2 ct	ROMK primary	STAT3 blocker	S1P3 antag	PPARg SRC3 recr	PPARg SRC1 recr	STAT3 activator	RAM network inh
O=C(CN1C(=O)NC2(CCCCCC2)C1=O)NCc1ccco1
    5	-1	6	1477	/	7	/	9	2	98	1.4
COc1ccc(CCNC(=S)NC(=O)c2ccccc2)cc1OC
    5	13	5	1531	/	-10	/	-3	0	109	1.4
CCC(C(=O)NCc1ccco1)N(C(=O)CNS(=O)(=O)c1ccccc1)c1ccc(OC)cc1 (stereo not drawn)
    4	5	4	1468	-0.68	10	/	5	4	96	3.4
COCCNC(=O)c1ccc(C(=O)NCCOC)s1
    1	-13	3	1583	/	9	-2	10	2	94	-0.1
CC(=O)C1C(=O)c2c(cccc2[N+](=O)[O-])C1=Nc1ccc(S(N)(=O)=O)cc1 (stereo not drawn)
    5	-14	6	1490	0.49	5	2	0	6	100	3.1
COc1cc(OC)c(C2=NOC(C(=O)Nc3cc(C)nn3-c3ccccc3)C2)cc1Cl (stereo not drawn)
    9	7	-3	1491	-0.2	3	-16	-4	-1	101	1.4
COCCNCC(=O)Nc1ccccc1Sc1ccccc1
    -1	-5	-4	1543	/	-3	-6	-5	0	98	-0.9
O=C(COc1ccccc1)NN1C(=O)CSC1=S
    -1	-1	-4	1357	0.78	-1	-16	-2	-4	101	1.5
CCOC(=O)c1c(C)c(C(=O)N2CCN(c3cccc(Cl)c3)CC2)c(C)n1C
    8	-6	4	1508	/	9	-2	-2	4	97	1.7
Cn1cc(C=O)c2cc(S(=O)(=O)N3CCOCC3)ccc21
    3	-10	10	1791	0.14	24	-5	7	8	82	0.0
O=C(CC12CC3CC(CC(C3)C1)C2)NCC(=O)N1CCCC1
    -1	3	3	1409	/	10	-17	13	4	93	5.4
CCOC(=O)c1sc2nc(N3CCOCC3)c3c(c2c1N)CC(C)(C)N(C)C3
    5	-17	-4	1514	/	18	/	5	-1	89	1.1
CC(=O)N1CCN(C(=S)Nc2ccc(SC(F)F)cc2)CC1
    -4	-5	-1	1453	0.18	-6	-8	-1	0	109	1.9
CCOC(=O)/C=c1\s/c(=C\c2c(OCC)ccc3ccccc23)c(=O)n1CC(=O)NCC1CCCO1 (stereo not drawn)
    7	6	2	1563	/	4	/	0	4	99	0.0
Cc1nc2ccccc2nc(C)c1=NOCc1cccc(Cl)c1
    6	-9	1	1542	/	/	-25	1	2	/	1.7
Cc1cccc(C)c1NC(=O)COn1nnc2ccc(C(F)(F)F)cc21
    3	4	-18	1486	-0.59	9	-17	2	0	92	0.0
O=C(Cn1ccc(C(F)(F)F)n1)N=Nc1c(O)[nH]c2ccccc12
    2	-18	-6	1732	-0.23	5	-14	-2	11	100	0.8
CCN(CC)CCOC(=O)c1cccc(Br)c1
    3	8	7	1654	1	14	2	6	1	96	0.5
COc1ccc(CN2CCn3ncc(C(=O)Nc4ccccc4)c3C2=O)cc1
    -1	-4	-7	1491	/	4	/	0	5	98	2.0
COc1ccc(OCCN2C(=O)NC3(CCc4ccccc4C3)C2=O)cc1 (stereo not drawn)
    7	8	5	1664	/	3	-13	5	5	94	2.5
COCCNC(=S)N/N=C(\C)c1ccccc1O
    3	5	-2	1569	-0.017	2	-10	6	-1	103	0.1
Cc1ccc(Oc2ncc(CN3CCOCC3)s2)cc1
    -6	1	-7	1576	/	3	/	20	2	98	-0.8
CCN1C(=O)/C(=C\c2nc3ccccc3c(=O)n2CC)c2ccccc21
    1	-2	-2	1761	-0.43	5	-16	6	8	98	2.0
O=C(Cn1cc(C(=O)c2ccco2)c2ccccc21)Nc1ccccc1F
    0	-2	8	1461	/	4	-8	-1	-7	100	0.8
CN(C)/C=C(/C(=O)c1ccc(Cl)cc1Cl)S(=O)(=O)c1ccc(Cl)cc1
    10	-11	-3	1694	/	9	/	11	10	101	1.0
O=C(NN=C1CCC(c2ccccc2)CC1)c1cc2c(s1)CCCC2 (stereo not drawn)
    -9	1	-8	1573	-0.55	3	-7	-1	-1	99	0.6
c1ccc(COc2ccc(OCCOCCn3cncn3)cc2)cc1
    -1	-9	-21	1529	/	16	-4	1	1	89	1.4
COc1ccccc1CNC(=O)[C@@H]1CCCN1C(=O)C1CCN(S(=O)(=O)c2ccc(C)cc2)CC1
    -1	9	5	1481	0.041	3	-29	-1	6	101	1.6
NS(=O)(=O)c1ccc(Cc2ncc(C(F)(F)F)cc2Cl)s1
    11	-6	10	1492	0.022	2	/	6	2	102	1.2
C=CCn1c(Cc2cccs2)nnc1SCC(=O)Nc1cc(OC)cc(OC)c1
    -2	-8	10	1699	/	5	-61	10	7	98	-0.9

Shown tab-delimited: entries from further up.
SMILES	PPARg SRC-2 ag	TLR4-MyD88 BLA	STAT1 blocker	TR-FRET SRC-2 ct	ROMK primary	STAT3 blocker	S1P3 antag	PPARg SRC3 recr	PPARg SRC1 recr	STAT3 activator	RAM network inh
COCCNC(=O)c1ccc(C(=O)NCCOC)s1	1	-13	3	1583	/	9	-2	10	2	94	-0.1
CC(=O)C1C(=O)c2c(cccc2[N+](=O)[O-])C1=Nc1ccc(S(N)(=O)=O)cc1 (stereo not drawn)	5	-14	6	1490	0.49	5	2	0	6	100	3.1

Carrying on:
Values in the order – PPARg SRC-2 ag	TLR4-MyD88 BLA	STAT1 blocker	TR-FRET SRC-2 ct	ROMK primary	STAT3 blocker	S1P3 antag	PPARg SRC3 recr	PPARg SRC1 recr	STAT3 activator	RAM network inh
COC(=O)c1ccc(NC(=O)c2cn(-c3cccc(C)n3)cn2)cc1
    10	-2	-5	1442	-0.074	-1	/	-7	8	102	1.2
COc1ccc(N2CCN(C(C)C(=O)Nc3nnc(C)s3)CC2)cc1 (stereo not drawn)
    1	-16	-1	1397	0.054	2	-5	-2	-11	100	-0.5
O=C(c1cccc(Oc2ccccc2)c1)N1CCN(c2ccccn2)CC1
    5	-2	1	1704	-0.76	-8	-5	1	-2	110	1.4
CC(C)c1ccc(N=C2NN=C(c3cccs3)CS2)cc1
    -14	2	-59	1491	-0.29	-2	-12	-6	-9	103	0.5
COc1cccc(CNC(=O)CCC2CCCN(C3CCOCC3)C2)c1 (stereo not drawn)
    1	-13	6	1360	0.011	7	-1	4	-3	98	0.1
CC(C)CC(c1nnnn1CC1CCCO1)N1CCN(c2cccc(Cl)c2)CC1 (stereo not drawn)
    4	-8	0	1430	/	0	17	-1	2	103	1.6
O=C(C1CCN(S(=O)(=O)N2CCOCC2)CC1)N1CCN(c2ccccc2F)CC1
    4	6	-7	1596	0.011	5	-18	1	10	100	-0.5
